Jurkat NFkB inh – lowers PMA/ionomycin-induced NF-kB signal in Jurkat cells. 330,000 tested, 0.53% active. AID 435003. inhibition, % at 4 µM. PMA/ionomycin-induced NF-kB luciferase reporter, luminescence; in the data active = inhibition above about 50%
tim23-1 inh – inhibits growth of tim23-1 mutant yeast | S. cerevisiae tim23-1 growth, BacTiter-Glo luminescence, 24 h | inhibition, % at 20 µM | 330,000 tested, 1.3% active;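 active = growth inhibition of the mutant yeast at or above 50%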;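 also: temperature-sensitive mutant grown at 25 °C; plate controls were DMSO-treated mutant yeast for no effect and medium wells lacking yeast for full effect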
697 NFkB inh – inhibitors of the PMA/ionomycin-induced NF-kB reporter in 697 B cells. 697 B-cell NF-kB luciferase reporter, 16 h. inhibition, % at 4 µM. 330,000 tested, 0.33% active. AID 435022; in the data active = inhibition above about 35%
TIM10 inh – TIM10 yeast growth inhibition; S. cerevisiae TIM10 strain growth, BacTiter-Glo luminescence, 24 h; inhibition, % at 10 µM; 330,000 tested, 1.4% active;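 active = inhibition of 40% or more at the single tested concentration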;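 also: wild-type TIM10 isogenic control strain grown at permissive 25 °C; 0% = DMSO yeast wells and 100% = minimal medium wells without yeast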
tim10-1 inh – growth inhibitors of tim10-1 mutant yeast; inhibition, % at 20 µM; 330,000 tested, 2.2% active; S. cerevisiae tim10-1 ts strain growth, BacTiter-Glo, 24 h;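 active = inhibition of at least 40%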;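 also: mutant grown at 25 °C; 0% = DMSO wells with yeast and 100% = wells holding no yeast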
XBP1 UPR activ – adaptive UPR (XBP1) activation | activation, % at 20 µM | CHO-XBP1 luciferase reporter, IRE1-XBP1 UPR activation, luminescence; percent of tunicamycin response, DMSO as zero | 330,000 tested, 0.33% active;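 active = versus positive control, 20 µM dose yields 30% or more activation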;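 also: 100% = tunicamycin at 10 µg/mL and 0% = DMSO only wells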
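Material: CHO-XBP1 cells stably carrying IRE1-XBP1-driven luciferase reporter / Amount: 1000 cells per well / Compound: 20 µM, 1% DMSO / Times: 6 h treatment, 37 °C / Detection: luciferase luminescence / Measure: % activation of reporter signal versus tunicamycin and DMSO controls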
Mdm2-MdmX inh – human Mdm2/MdmX binding inhibition; SaOS-2 split-luciferase Mdm2/MdmX complementation, luminescence; AID 485346; 330,000 tested, 3% active; O15151+Q00987; inhibition, % at 8 µM;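 active = inhibition of at least 50% at 8 µM in the primary screen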
Target sequence (O15151 whole entry, looked up): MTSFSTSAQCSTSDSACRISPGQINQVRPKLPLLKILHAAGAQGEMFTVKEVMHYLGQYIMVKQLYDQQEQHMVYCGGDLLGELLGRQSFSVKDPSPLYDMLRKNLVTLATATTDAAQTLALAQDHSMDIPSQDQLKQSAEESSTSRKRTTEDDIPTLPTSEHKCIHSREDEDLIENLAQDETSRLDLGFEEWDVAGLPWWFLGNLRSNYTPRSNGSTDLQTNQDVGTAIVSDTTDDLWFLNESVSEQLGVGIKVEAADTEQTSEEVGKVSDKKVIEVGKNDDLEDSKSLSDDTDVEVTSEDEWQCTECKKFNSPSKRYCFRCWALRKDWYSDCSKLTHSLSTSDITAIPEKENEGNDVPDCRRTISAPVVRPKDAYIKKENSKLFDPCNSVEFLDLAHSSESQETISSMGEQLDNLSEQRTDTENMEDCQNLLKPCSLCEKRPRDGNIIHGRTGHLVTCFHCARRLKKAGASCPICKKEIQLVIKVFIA
Target sequence (Q00987 whole entry, looked up): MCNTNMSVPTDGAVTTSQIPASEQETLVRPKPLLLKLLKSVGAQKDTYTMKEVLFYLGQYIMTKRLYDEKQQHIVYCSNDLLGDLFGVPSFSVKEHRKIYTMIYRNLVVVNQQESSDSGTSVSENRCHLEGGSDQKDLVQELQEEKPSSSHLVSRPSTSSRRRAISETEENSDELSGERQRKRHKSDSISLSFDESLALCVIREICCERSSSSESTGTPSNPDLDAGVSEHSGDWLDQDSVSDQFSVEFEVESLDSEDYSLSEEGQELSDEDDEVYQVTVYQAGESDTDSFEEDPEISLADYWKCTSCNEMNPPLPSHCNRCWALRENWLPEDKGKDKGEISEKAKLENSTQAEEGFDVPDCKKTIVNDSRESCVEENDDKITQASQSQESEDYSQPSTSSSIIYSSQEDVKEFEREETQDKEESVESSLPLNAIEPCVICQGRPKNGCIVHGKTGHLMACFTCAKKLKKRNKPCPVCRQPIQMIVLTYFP
UPR CHOP act – apoptotic UPR (CHOP) activation; CHO-CHOP luciferase reporter, luminescence; percent of tunicamycin response over DMSO baseline; activation, % at 10 µM; 330,000 tested, 0.34% active;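 active = at 10 µM dose, activation of 40% or more, normalized to positive control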;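 also: 100% = tunicamycin at 10 µg/mL and 0% = DMSO alone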
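System: CHO-CHOP luciferase reporter cell line | Buffer or medium: F12 medium containing 10% fetal bovine serum | Doses: One dose, 10 µM in 0.5% DMSO | Times: 6 h compound exposure at 37 °C after overnight seeding | Signal: Luciferase luminescence | Read-out: % activation vs tunicamycin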
* marks the source's active call; other numbers are inactive results; . = no result given. Random draw from the library (roughly 6.6% active in at least one column).

item	Compound	Jurkat NFkB inh	tim23-1 inh	697 NFkB inh	TIM10 inh	tim10-1 inh	XBP1 UPR activ	Mdm2-MdmX inh	UPR CHOP act
1	Cc1ccc(NC(=O)CCC(=O)NNC(=O)COc2ccccc2)c(C)c1	4	0	19	-15	-7	-4	-14	-0.3
2	CCNC(=O)N1CCCC(C(=O)c2ccc(OC)c(OC)c2)C1 (stereo not drawn)	-15	5	3	-35	17	-3	12	-0.5
3	CCOC(=O)CC(=O)CSCC(=O)Nc1ccc(C)cc1	-11	23	-9	14	29	0	-5	-0.1
4	Cc1cc(NN)nc(Cc2ccccc2)n1	4	-5	15	3	1	-4	22	-1.4
5	C/C(=N/NC(=O)c1ccc2c(c1)OCO2)c1cccc(NC(=O)C(C)(C)C)c1	-19	21	-5	7	29	-1	22	1.8
6	COc1ccc2cc3c(N)nn(C(=O)Cc4ccccc4OC)c3nc2c1	5	9	-29	8	27	2	72*	-0.7
7	O=[N+]([O-])c1ccc(Nc2ccc3ccccc3c2)nc1	-64	28	-31	28	24	4	-55	7.5
8	CCN(CC)S(=O)(=O)c1cccc(-c2n[nH]c(=S)n2C)c1	12	4	0	-2	-10	-2	14	1.8
9	Cc1ccc(Nc2nc(CSc3nnc(-c4ccncc4)n3C)cs2)cc1	-34	-117	-72	-44	-56	-4	-18	0.0
10	COc1n[nH]c2nncnc12	-2	10	10	-5	1	3	6	-1.4
11	COc1ccc(COc2ccsc2C(=O)Nc2ccc(Cl)c(Cl)c2)cc1	-12	-8	2	-4	21	2	76*	0.8
12	CCOc1ccc(NC(=O)CN(C)C(=O)C2COc3ccccc3O2)cc1OCC (stereo not drawn)	0	-2	-5	-10	-5	-1	-18	-0.9
13	CC(C)[C@H]1COCCS(=O)(=O)N1Cc1ccccc1	5	5	7	-3	-7	-1	9	0.4
14	Cc1nn(CC(=O)OCC(=O)NC(C)c2ccccc2)c(C)c1[N+](=O)[O-] (stereo not drawn)	1	14	-6	14	2	-1	-1	-2.2
15	COc1cc2c(cc1OC)CN(C(C)C(=O)Nc1ccc(NC(C)=O)cc1)CC2 (stereo not drawn)	10	5	1	3	5	0	-6	-0.4
16	CCOC(=O)c1cccc(S(=O)(=O)N2CCOCC2)c1	-9	-4	17	-12	-18	-2	10	-1.9
17	COc1ccc(N2CCN(C(c3cccs3)C(C)NC(=O)C(=O)N3CCCC3)CC2)cc1 (stereo not drawn)	11	20	-20	15	5	-2	-3	-0.7
18	O=C(CC1C(=O)NCCN1Cc1ccccn1)NCCc1ccccc1F (stereo not drawn)	-20	5	14	0	1	-4	-2	2.0
19	C/C(=N\NC(=O)c1cccnc1)c1ccc(C)c([N+](=O)[O-])c1	-4	4	22	3	10	1	14	-1.6
20	COc1cc(/C=N/NC(=O)c2cccnc2)ccc1OCC(=O)Nc1c(C)cc(C)cc1C	-13	-2	8	8	11	2	13	-3.2
21	O=c1oc(-c2cc3ccccc3o2)nc2sc3c(c12)CCCC3	-6	10	-82	18	18	6	12	7.1
22	CC1Cc2ccccc2N1C(=O)CCS(=O)(=O)c1ccc2c(c1)NC(=O)CS2 (stereo not drawn)	5	0	23	3	-6	-2	21	1.7
23	CC[C@]12c3[nH]c4ccc(OC)cc4c3CCN1C(=O)C(CC(=O)NCCc1ccccn1)C[C@@H]2C(=O)N1CCN(C(=O)C2CC2)CC1 (stereo partly drawn)	.	22	0	-2	3	1	6	2.4
24	Cc1ccc(NC(=S)N2CCN(C(=O)c3ccccc3)CC2)c(C)c1	-3	-6	3	-7	-1	-3	21	-0.1
25	Cn1cc(CNC(=O)C2c3ccccc3Oc3ccccc32)cn1	2	-7	12	-6	-5	-5	-4	0.5
26	O=C(COc1ccc(Cl)cc1)NCc1nnc(SCC(=O)NCC2CCCO2)o1 (stereo not drawn)	11	-1	-7	5	8	-1	6	-2.5
27	Cc1ccc(OCc2ccc(C(=O)Nc3nc4ccccc4n3C)o2)c([N+](=O)[O-])c1	4	-8	0	-8	23	-1	25	2.7
28	CCOC(=O)Cn1nnnc1C(CC)N(Cc1cc2ccc(C)cc2[nH]c1=O)C1CCCC1 (stereo not drawn)	11	21	-5	24	28	-4	2	-1.2
29	COC(=O)c1cccc(NC(=O)CSc2nc(=O)cc(N)n2-c2ccccc2)c1	4	-10	7	9	0	3	10	-1.9
30	CCOCCCn1cnc2c([nH]c3cc(OC)ccc32)c1=O	-6	14	8	-11	18	0	-3	2.7

A second format for part of the listing above.
#28 CCOC(=O)Cn1nnnc1C(CC)N(Cc1cc2ccc(C)cc2[nH]c1=O)C1CCCC1 (stereo not drawn)
  Jurkat NFkB inh = 11	tim23-1 inh = 21	697 NFkB inh = -5	TIM10 inh = 24	tim10-1 inh = 28	XBP1 UPR activ = -4	Mdm2-MdmX inh = 2	UPR CHOP act = -1.2
#29 COC(=O)c1cccc(NC(=O)CSc2nc(=O)cc(N)n2-c2ccccc2)c1
  Jurkat NFkB inh = 4	tim23-1 inh = -10	697 NFkB inh = 7	TIM10 inh = 9	tim10-1 inh = 0	XBP1 UPR activ = 3	Mdm2-MdmX inh = 10	UPR CHOP act = -1.9
#30 CCOCCCn1cnc2c([nH]c3cc(OC)ccc32)c1=O
  Jurkat NFkB inh = -6	tim23-1 inh = 14	697 NFkB inh = 8	TIM10 inh = -11	tim10-1 inh = 18	XBP1 UPR activ = 0	Mdm2-MdmX inh = -3	UPR CHOP act = 2.7

Other compounds.
item	Compound	Jurkat NFkB inh	tim23-1 inh	697 NFkB inh	TIM10 inh	tim10-1 inh	XBP1 UPR activ	Mdm2-MdmX inh	UPR CHOP act
31	COc1ccc(N2CCN(C(=S)Nc3ccc(C)cc3)CC2)cc1	10	3	6	3	-2	-1	-5	-1.4
32	O=C(Nc1nnc(COc2ccc(Cl)cc2)s1)C1CCCO1 (stereo not drawn)	9	38	-17	19	36	0	37	0.5
33	O=C(CSc1ccc(Br)cc1)NC1CCS(=O)(=O)C1 (stereo not drawn)	-4	11	-14	10	7	3	-7	0.2
34	CCOC(=O)c1sc(NC(=O)CSc2nc3c(c(-c4ccc(OC)cc4)c2C#N)CCCC3)c(C#N)c1C	-9	11	15	10	17	-3	-3	-1.7
35	Cn1ccc(NC(=O)Nc2ccc(Cl)cc2)n1	-8	3	-17	9	10	0	-18	5.4
36	C/C(=N\NC(=O)CC1N=C(Cc2ccccc2)NNC1=O)c1ccc(C)cc1 (stereo not drawn)	8	-7	0	-7	14	2	14	-1.0
37	O=C(O)c1cccc(NC(=S)N/N=C/c2ccccn2)c1	40	-2	13	1	13	-6	35	-7.8
38	O=C(CN1CCN(c2ccccc2)CC1)Nc1cccc([N+](=O)[O-])c1	0	13	2	6	28	-1	-7	1.3
39	CC(C)(C)CNC(=O)c1cccc2c1C(=O)c1ccc(-c3cc4ccccc4o3)cc1S2(=O)=O	8	-1	-4	-11	1	9	14	-0.1
40	O=C(NC1CC2CCCC(C1)N2Cc1ccco1)NC12CC3CC(CC(C3)C1)C2 (stereo not drawn)	-5	33	-15	-8	9	0	11	-1.9
41	C/C(=N\Nc1ccc(S(=O)(=O)N2CCOCC2)cc1[N+](=O)[O-])C(C)C	-2	-14	-29	-11	-9	-1	-34	-1.3
42	O=C(NNC1=C(C(=O)C(F)(F)F)CCC1)c1cccnc1	13	-8	-4	4	-17	-1	30	0.5
43	COc1ccc(OC)c(/C=N/NC(=O)c2cc(-c3ccc(C)o3)nc3ccccc23)c1	10	7	13	15	15	-1	1	1.5
44	CCOc1ccc(/C=C2\CCCc3c2nc2ccccc2c3C(=O)O)cc1OC	11	23	23	8	2	0	-3	1.8
45	O=C1c2ccccc2C(=O)N1CC(=O)N1c2ccccc2CCc2ccccc21	-1	10	12	16	23	0	19	-1.9
46	CN(CCO)S(=O)(=O)c1ccc2c(c1)C(=NNC(N)=O)c1cc(S(=O)(=O)N(C)CCO)ccc1-2	-4	10	8	-23	-7	-1	-28	1.3
47	COc1ccc(-c2cc(=NC(CC(C)C)C(=O)O)c3cc(C)ccc3o2)cc1 (stereo not drawn)	-121	29	-188	61*	31	2	-157	2.9
48	Cn1c(C(F)(F)F)nc2c(=O)oc3ccccc3c21	15	-3	17	5	-10	1	12	3.4
49	CCOC(=O)c1c(-c2cccc([N+](=O)[O-])c2)cn2ccccc12	13	2	1	-11	1	1	22	2.1
50	COc1ccc(-c2nn(-c3ccccc3)cc2C(=O)O)cc1N	4	-13	-3	-12	-4	-6	-8	0.9
51	Cc1nc(CCNC(=O)CC2C(=O)NCCN2Cc2ccoc2)nc2c1CCCC2 (stereo not drawn)	12	6	7	1	8	-2	-17	-1.2
52	Cc1ccc(NC(=O)CCC(=O)NNC(=O)c2cccs2)c(C)c1	0	-10	13	3	2	3	-7	0.8
53	CCc1ccc2nc(N)sc2c1	-48	1	-68	19	2	-5	-14	2.2
54	C=CCOc1cccc(CNn2nnnc2N)c1	-3	9	-9	-1	14	2	-19	-1.1
55	CCOC(=O)N1CCC(N(CCOC)C(=O)Nc2ccc(C)c(C)c2)CC1	6	-9	4	-2	27	-2	25	-0.3
56	N#Cc1c(-c2ccccc2)ccn(Cc2cccc(Cl)c2)c1=O	-5	30	10	15	23	1	20	2.7
57	Cn1c(CN2CCOCC2)nc2cc(NC(=O)c3ccccc3Cl)ccc21	-9	8	-10	9	-14	0	17	1.1
58	COc1ccccc1CCNC(=O)Cn1ccc2cc(S(=O)(=O)N3CCCC3)ccc21	-14	-1	-11	4	11	-1	24	3.7
59	CCCc1nc(SCC(=O)Nc2nccs2)c2ccccc2n1	14	16	-11	-5	-13	4	28	2.7
60	Cc1cc2oc(C(=O)N3CCN(Cc4ccccc4)CC3)c(C)c2cc1C	5	45	0	40	35	3	-6	0.9
61	COCCn1cnnc1SCC(=O)Nc1cccc(S(=O)(=O)N(C)c2ccccc2)c1	22	-3	5	-2	-4	0	14	-0.6
62	COc1ccc(C(=O)NC(=S)Nc2ccc(N3CCCC3)cc2)cc1OC	0	-17	-4	5	-2	1	14	1.9
63	COc1ccc(CCNC(=O)c2ccc(CNS(=O)(=O)c3ccc(C(C)(C)C)cc3)cc2)cc1OC	-25	3	-34	13	11	-1	-13	1.3
64	O=C(CCCl)N1CCN(c2nc(-c3ccccc3)cs2)CC1	-14	12	-33	4	-2	0	-22	4.0
65	NC(=O)c1ccccc1NC(=O)Nc1cccc2ccccc12	8	-16	11	3	11	1	-4	1.0
66	CCOC(=O)c1c(-c2ccccc2)csc1NC(=O)CSc1nc(N)cc(N)n1	20	24	-27	17	22	0	-9	2.2
